KOR beta-arrestin-1: KOR agonists, beta-arrestin recruitment, primary screen, cell-based, luminescence, uHTS (AID 1777); one-dose activation, % at 10 µM; EC50 in µM for titrated hits; KOR beta-arrestin recruitment, luminescence; higher % means a stronger effect; 280,000 tested, 0.02% active; in the data active = activation above about 50%, passing the limit was not always enough; note: a part of the inactive calls stands beside numbers as strong as those of hits
Dengue-2 NS5 capping: Dengue-2 NS5 methyltransferase inhibitors, primary screen, biochemical, confirmation dose response (AID 588689) | Dengue-2 NS5 methyltransferase capping enzyme assay, biochemical; higher % means a stronger effect | one-dose inhibition, % at 25 µM; IC50 in µM for titrated hits | 340,000 tested, 0.3% active; in the data active = a potency from the dose series
West Nile antiviral: inhibition of WNV-induced cytopathic effect – cell-based, CPE readout (AID 1621); West Nile virus-infected cells, CPE inhibition; higher % means a stronger effect; one-dose CPE inhibition, % at 10 µM; IC50 in µM for titrated hits; 290,000 tested, 0.02% active; in the data active = a potency from the dose series; note: strong numbers were not always called active
GPR55 antagonists: GPR55 antagonists blocking LPI-driven arrestin recruitment, primary screen, imaging, U2OS, beta-arrestin-GFP, LPI agonist (AID 2013) | U2OS GPR55 beta-arrestin-GFP translocation imaging, LPI antagonism; higher % means a stronger effect | inhibition, % at 10 µM, or IC50 in µM where a hit was titrated | 290,000 tested, 0.13% active;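 active = spots per cell inhibited over 60%, with over 100 cells counted and total cytoplasm intensity under 500,000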;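 note: U2OS cells stably carrying GPR55 and arrestin-GFP stimulated by 5 µM LPI near EC80; imaged beta-arrestin-GFP aggregate spots per cell after agonist stimulation; plate controls were LPI-stimulated DMSO wells for no effect and DMSO wells without LPI for full effect; some results filed as inactive read as strong as hits; confirmed hits need IC50 under 10 µM and bright autofluorescent wells are also inconclusive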
NOD1 inhibition: inhibition of NOD1-driven NF-kB reporter – cell-based, luminescence, uHTS, primary screen (AID 1578). NOD1-driven NF-kB luciferase reporter cells, luminescence; higher % means a stronger effect. inhibition, % at 4 µM; hits with a dose series show EC50 in µM. 290,000 tested, 1% active; in the data active = inhibition mostly above about 36%, no sharp cut-off; inactive = mostly below about 34%;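 note: HEK-293T reporter cells stimulated with the NOD1 agonist gamma-tri-DAP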
GPR55 activation: GPR55 agonists via beta-arrestin recruitment, primary screen, imaging, U2OS cells, beta-arrestin-GFP redistribution (AID 1961) | one-dose activation, % at 10 µM; EC50 in µM for titrated hits | U2OS GPR55 beta-arrestin-GFP redistribution imaging; higher % means a stronger effect | 290,000 tested, 0.048% active;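 active = activation above 40% with more than 50 cells counted in the well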;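 note: U2OS osteosarcoma cells stably expressing GPR55 and beta-arrestin-GFP; plate controls were DMSO negative control for no effect and LPI positive control for full effect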
KOR beta-arrestin-2: KOR antagonists, beta-arrestin recruitment, cell-based, luminescence, uHTS (AID 1778); KOR beta-arrestin recruitment, luminescence, antagonist mode; higher % means a stronger effect; inhibition, % at 10 µM, or IC50 in µM where a hit was titrated; 290,000 tested, 0.091% active; in the data active = inhibition above about 50%; note: strong numbers were not always called active
GPR35 arrestin U2OS: inhibition of zaprinast-stimulated GPR35 beta-arrestin translocation – imaging, U2OS, beta-arrestin-GFP, zaprinast agonist, primary screen (AID 2058). U2OS GPR35 beta-arrestin-GFP translocation imaging, zaprinast antagonism; higher % means a stronger effect. 290,000 tested, 0.052% active. inhibition, % at 10 µM; hits with a dose series show IC50 in µM;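 active = inhibition of at least 50% with at least 30 cells and total cytoplasm GFP at most 10,000,000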
HIV fusion peptide: inhibitors of HIV fusion peptide binding, primary screen, biochemical, uHTS, fluorescence dequenching (AID 1986). inhibition, % at 20 µM; hits with a dose series show IC50 in µM. cell-free peptide binding, fluorescence dequenching, 30 min; higher % means a stronger effect. 290,000 tested, 0.3% active; in the data active = inhibition mostly above about 52%, no sharp cut-off; inactive = mostly below about 76%; note: some results filed as inactive read as strong as hits
Dengue-2 NS5 capping pilot replicate: second read-out of Dengue-2 NS5 capping, no call of its own (marks repeat the call); inhibition, %; measured here: pilot screen replicate inhibition
An asterisk follows results filed as active; . = not tested or not shown; [ ] = dose if it differs, or a comment.

SMILES	KOR beta-arrestin-1	Dengue-2 NS5 capping	West Nile antiviral	GPR55 antagonists	NOD1 inhibition	GPR55 activation	KOR beta-arrestin-2	GPR35 arrestin U2OS	HIV fusion peptide	others
COc1ccc(C2Nc3ccccc3C(=O)N2Cc2ccccc2)cc1COc1ccccn1 (stereo unspecified)	2.8%	-6%	0.3%	0%	-1%	-0.1%	-20%	18%	0.2%
Cc1ccc(CCNC(=O)C2CCC(=O)N2CCc2ccccc2)cc1 (stereo unspecified)	-2.1%	-1%	-0.2%	0%	-10%	0.0%	31%	-2%	-0.5%
COc1ccccc1N1CCN(c2nnc(-c3ccc(F)cc3)c3ccccc23)CC1	3.4%	.	0.2%	30%	.	-0.3%	-19%	21%	2.4%
COc1ccc(N2CC(C(=O)NCc3ccco3)CC2=O)cc1 (stereo unspecified)	-1.5%	-19%	-0.4%	5%	-15%	-0.1%	-18%[20 µM]	-3%	-0.6%
CC(C)NC(=O)Cn1c(=O)n(CC(=O)N2CCCCC2)c(=O)c2sccc21	-4.1%	0%	-0.1%	12%	-12%	0.2%	-14%	5%	-0.5%
COc1ccc2c(C)c(C(=O)N3CCN(Cc4ccccc4)CC3)oc2c1	2.4%	-5%	-1.0%	-6%	0%	-0.3%	-19%	0%	-0.8%
C[C@H](NC(=O)c1nc[nH]c1C(=O)NC(c1ccccc1)c1ccccc1)C(=O)OCc1ccccc1	2.8%	1%	-0.8%	0%	5%	-0.1%	-57%	-3%	2.7%
CCOC(=O)Nc1ccc([N+](=O)[O-])cc1C	-2.0%	-6%	-0.7%	5%	-9%	-0.2%	5%	6%	-0.9%
CC/C(=N\NC(=O)c1nnn(-c2nonc2N)c1-c1ccc2c(c1)OCO2)c1ccccc1	11%	-12%	-0.1%	-1%	10%	0.3%	-41%	8%	3.8%
COc1ccc(CN(Cc2ccccn2)C(=O)CN2C(=O)C(C)Oc3ccccc32)cc1 (stereo unspecified)	8.3%	-3%	1.5%	23%	-61%	0.3%	-4%	-1%	0.6%
CCCC(C(=O)NC1CCCC1)N(CCCN1CCOCC1)C(=O)c1snc(C(N)=O)c1N (stereo unspecified)	4.2%	-8%	0.1%	-15%	-9%	-0.2%	10%	3%	-2.0%
CCCCOc1cccc(C(=O)NC(=S)Nc2cccnc2)c1	12%	6%	2.1%	5%	-15%	-0.8%	-27%	-6%	-1.9%
S=c1nc2ccccc2c2nc(-c3cccnc3)[nH]n12	-0.4%	-2%	0.3%	6%	-3%	-0.1%	31%	1%	-0.7%
COc1ccc(NC(=O)CSc2nnc(C3CCCCC3)n2N)cc1OC	0.5%	-2%	-0.2%	0%	-5%	-0.1%	-62%	23%	0.3%
O=C(CN1CCN(S(=O)(=O)c2ccc(F)cc2)CC1)Nc1ccc2c(c1)OCO2	3.4%	3%	0.2%	2%	3%	0.2%	-5%	9%	-1.4%
Cc1cc(C)n2nc(SCC(N)=O)nc2n1	-3.3%	-13%	0.7%	7%	-30%	0.2%	37%	-13%	2.5%
O=S(=O)(/N=C(/c1ccc(Cl)cc1)N1CCOCC1)c1ccc(Cl)cc1	12%	3%	-0.1%	3%	-1%	-0.1%	8%	5%	-2.9%
COc1ccc(NC(=O)/C=C2\SC(=O)NC2=O)cc1	-3.5%	3%	-1.0%	8%	-24%	0.2%	-10%	-10%	2.6%
COc1ccc(C(=O)/C=C(\C)Nc2ccc3c(c2)OCO3)cc1	0.5%	3%	-0.3%	4%	-18%	-0.1%	23%	-4%	-3.4%	Dengue-2 NS5 capping pilot replicate=-5.5
COc1cc2c(cc1NC(=O)CSc1ccc(Cl)cc1)oc1ccccc12	-1.5%	3%	-0.7%	16%	15%	.	0%	2%	-0.1%
Cc1ccc(-n2c(SCc3nc4ccccc4c(=O)[nH]3)nnc2-c2ccccc2O)cc1	4.3%	-9%	-1.3%	12%	-29%	-0.2%	-18%	-1%	-1.1%
S=C(Nc1ccccn1)Nc1ccccc1Cl	2.1%	-7%	-1.2%	-4%	-36%	-0.1%	1%	20%	0.2%
COc1ccc(CNS(=O)(=O)c2ccc3c(c2)C(C)(C)C(=O)N3C)cc1	7.9%	-4%	0.4%	7%	-6%	-0.1%	-36%	5%	0.5%
O=[N+]([O-])c1ccccc1OCCCNCc1ccccc1	6.6%	0%	-0.2%	4%	-4%	1.0%	-29%	-8%	1.6%
COc1ccc(OC)c(Cc2nnc(CCC(=O)NC3CCCCC3)o2)c1	-0.5%	-10%	0.9%	-2%	-44%	0.2%	-5%	12%	0.1%
O=C(O)Cn1nnnc1SCC(=O)Nc1ccc(OC(F)(F)F)cc1	1.2%	-9%	0.1%	5%	-25%	-0.2%	-19%	10%	-0.9%
O=C(CCC1CCCN(c2ncccn2)C1)NCc1ccccc1F (stereo unspecified)	7.3%	-5%	0.3%	16%	10%	-0.3%	-10%	14%	0.5%
COc1ccc(N2CCN(C(=O)CSc3ccc(C)cc3)CC2)cc1	.	.	-0.5%	6%	-28%	0.1%	-14%[20 µM]	-2%	-1.7%
COc1ccc(C)cc1-n1nnnc1SCC1CCCO1 (stereo unspecified)	1.6%	-5%	0.9%	1%	-18%	-0.1%	-43%	-10%	1.0%
CS(=O)(=O)N1CCCC(C(=O)Nc2c(F)cccc2F)C1 (stereo unspecified)	-4.3%	-2%	-0.3%	17%	-2%	-0.1%	-3%[20 µM]	-1%	1.3%	Dengue-2 NS5 capping pilot replicate=3.3
Cn1cnnc1Sc1cc(N2CCN(S(=O)(=O)c3ccccc3)CC2)ccc1[N+](=O)[O-]	-2.6%	-4%	-0.5%	40%	-32%	-0.3%	12%	9%	-2.4%
O=C1c2ccccc2C(=O)N1CCCCN(C(=O)c1cccc([N+](=O)[O-])c1)c1ccc(Cl)cc1	2.6%	-1%	-0.5%	-1%	12%	-0.1%	-27%	7%	0.0%	Dengue-2 NS5 capping pilot replicate=-2.1
CCOC(=O)c1ccc(CC(=O)c2ccc(O)cc2O)o1	0.6%	-4%	0.0%	-12%	50%	0.2%	4%	-1%	8.9%
C=CCn1c(N)c(C(=O)OCC(C)C)c2nc3ccccc3nc21	-7.8%	0%	.	-1%	-42%	0.1%	4%	2%	3.2%
CCCOc1cccc(C(=O)Nc2ccc(CN3CCOCC3)cc2)c1	-3.0%	-1%	-0.6%	-3%	-23%	-0.1%	28%[20 µM]	1%	-1.0%
Cc1ccc2nc(SCCC(=O)O)cc(C)c2c1	3.6%	0%	0.0%	-6%	-25%	-0.1%	-12%	-11%	2.8%
O=C(Cc1ccc(-n2cccc2)cc1)NC1CCCCC1	2.3%	1%	-0.2%	12%	10%	0.0%	-19%	6%	-2.1%
Cc1ccnc(NC2CCCCC2)c1	-2.0%	-17%	1.0%	15%	-27%	-1.1%	16%	9%	-0.8%
Cc1ccccc1NS(=O)(=O)c1nnc(NC(=O)C(C)C)s1	-3.3%	-5%	0.3%	0%	0%	-0.1%	6%	-1%	-1.6%
Cc1ccc2nc(NC(=O)CN(C)S(=O)(=O)c3ccc(Br)s3)sc2c1	-0.3%	-2%	-0.1%	0%	5%	0.2%	-16%	6%	2.2%
COc1ccccc1CNCc1ccc(C)cc1	-1.7%	0%	-0.8%	11%	-8%	-0.2%	-15%[20 µM]	13%	0.0%

These rows are one share of the data; count on the stated rates, not on these rows.
